# Bioassay records from PubChem BioAssay.
# aDG glyco up: activators of alpha-DG glycosylation, primary screen, uHTS, Pro5-aDG cells, AlphaScreen. 360,000 tested, 0.22% active. activation, % at 10 µM. AID 624168, 2012. alpha-DG glycosylation AlphaScreen (IIH6); 0% Pro5, 100% B10-LARGE cell signal;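 active means activation of at least 8% versus controls, or a plate z-score of at least 8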;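 further: Pro5 are CHO cells carrying HIG-tagged alpha-DG that lacks glycosylation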
# MITF TRPM1 inh: inhibitors of MITF-dependent TRPM1 promoter reporter, primary screen, cell-based, SK-MEL-5, single point, luciferase. SK-MEL-5 TRPM1 promoter luciferase, 24 h. AID 488899, 2010. inhibition, % at 12.5 µM. 330,000 tested, 0.83% active;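 active means mean inhibition across replicates of 60% or more, whatever share of single replicates reaches that level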; further: values of inactives mirror those of a sister screen read the other way
# HIF-2a inh: HIF-2a reporter inhibitors, primary screen, luminescence, 786-0 RCC cells; 360,000 tested, 0.72% active; AID 624352, 2012; 786-0 RCC cells HIF-2a reporter, luciferase luminescence, overnight; inhibition, % at 18.8 µM;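 active means inhibition of the luminescence signal of 40% or more relative to plate controls, in a single-dose primary screen at 18.75 µM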
# hiPSC survival: enhancers of single-cell hiPSC survival, primary screen, ATPlite luminescence. 100% = ROCK inhibitor wells, 0% = DMSO. survival enhancement, % at 20 µM. 360,000 tested, 0.044% active; in the data active means survival enhancement above about 18%;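 further: cells exposed to compounds for 16 hours before the ATP read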
# NR2E3 ag-1: NR2E3 agonists in two-hybrid cells, primary screen, cell-based, luminescence, CHO-S, Gal4-NCOR/VP16-NR2E3 | Photoreceptor-specific nuclear receptor (Homo sapiens), Q9Y5X4 | luciferase | inhibition of corepressor binding, % at 3.98 µM | 360,000 tested, 0.35% active | AID 602229, 2012;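 active means inhibition above the mean of all tested compounds plus 3 SD, cut at about 70% in these data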;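 further: 0% = DMSO with NR2E3 transfected cells and 100% = cells lacking NR2E3 construct; higher means lower luciferase signal from less NR2E3 corepressor binding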
# Target sequence (Q9Y5X4 whole entry, looked up, the tested form may be a part): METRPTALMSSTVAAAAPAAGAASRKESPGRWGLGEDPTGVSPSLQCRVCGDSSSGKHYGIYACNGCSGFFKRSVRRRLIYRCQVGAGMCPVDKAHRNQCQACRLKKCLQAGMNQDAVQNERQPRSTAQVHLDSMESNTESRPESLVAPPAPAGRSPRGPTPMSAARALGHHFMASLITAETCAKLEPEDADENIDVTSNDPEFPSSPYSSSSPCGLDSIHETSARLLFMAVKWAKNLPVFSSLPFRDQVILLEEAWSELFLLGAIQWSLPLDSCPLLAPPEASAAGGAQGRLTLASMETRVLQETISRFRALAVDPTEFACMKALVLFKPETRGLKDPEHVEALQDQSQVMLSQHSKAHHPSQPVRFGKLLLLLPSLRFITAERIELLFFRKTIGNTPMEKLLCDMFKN
# Vif imaging: HIV Vif self-association inhibitors, primary screen, imaging, HEK293T, single point; HEK293T cells, Vif self-association by quenched fluorescence, 24 h; inhibition, % at 7.49 µM; 340,000 tested, 0.35% active; AID 602346, 2012; in the data active means inhibition above about 50%, passing the limit was not always enough; further: some results filed as inactive read as strong as hits
# PDI turbidity: inhibitors of human PDI, primary screen, biochemical, turbidity, single point, plate reader | inhibition, % at 10 µM | PDI insulin aggregation turbidity, A650, 90 min | 350,000 tested, 0.052% active | Protein disulfide-isomerase (Homo sapiens), P07237;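 active means mean inhibition across replicates of 30% or more, whatever share of single replicates reach that level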;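 further: absorbance from insulin aggregation driven by PDI reduction with DTT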
# Target sequence (P07237 whole entry, looked up): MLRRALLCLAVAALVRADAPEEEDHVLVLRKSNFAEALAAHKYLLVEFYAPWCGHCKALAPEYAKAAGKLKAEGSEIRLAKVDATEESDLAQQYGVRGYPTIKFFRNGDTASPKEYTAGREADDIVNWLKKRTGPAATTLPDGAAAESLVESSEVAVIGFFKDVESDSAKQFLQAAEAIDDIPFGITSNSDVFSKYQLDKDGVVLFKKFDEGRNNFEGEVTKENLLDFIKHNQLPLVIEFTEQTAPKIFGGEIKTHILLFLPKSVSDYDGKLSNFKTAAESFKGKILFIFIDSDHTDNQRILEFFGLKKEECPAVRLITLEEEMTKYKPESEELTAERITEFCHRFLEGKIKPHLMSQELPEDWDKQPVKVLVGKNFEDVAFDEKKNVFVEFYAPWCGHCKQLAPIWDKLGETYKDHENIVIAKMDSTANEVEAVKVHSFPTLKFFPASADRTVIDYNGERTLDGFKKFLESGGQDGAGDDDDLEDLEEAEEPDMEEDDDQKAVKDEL
# Exocytosis inh: LAMP-1 surface exposure blockers, TALL-104 cells – cell-based, flow cytometry, MLPCN library, primary screen | TALL-104 LAMP-1 surface exposure; cells stimulated with thapsigargin and PMA | inhibition, % at 10 µM | 360,000 tested, 0.66% active;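 active means inhibition above about 55%, limit read from the data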
# Peg3 promoter: Peg3 promoter-driven luciferase inhibitors, primary screen, cell-based, HeLa, luciferase luminescence. 360,000 tested, 1.7% active. HeLa PEG-Prom luciferase reporter, overnight. inhibition, % at 20 µM;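 active means inhibition of at least 50% at 20 µM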
# CaV13 FRET inh: Disruptors of the CACNA1D IQ motif to Ca2+-dependent inactivation inhibitor domain association, primary screening, Förster resonance energy transfer in intact living …. HEK cells, CFP/YFP FRET ICDI-IQ, plate reader, 10 min; percent FRET-ratio fall versus neutral wells. inhibition, % at 12.3 µM. 340,000 tested, 0.098% active. AID 743397;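 active means mean replicate inhibition of at least 30% and at least 1% of replicates passing that level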;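 further: 0% = median of the neutral control wells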
# NR2E3 ag-2: inhibitors of NR2E3-RetCOR corepressor binding, primary screen, NR2E3 agonist project, biochemical, TR-FRET, GST-NR2E3, biotin-RetCOR; AID 2300, 2010; 1536-well; Photoreceptor-specific nuclear receptor (Homo sapiens), Q9Y5X4; 320,000 tested, 0.12% active; inhibition of corepressor binding, % at 4.78 µM;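 active means percent inhibition above the cutoff of mean plus 3 SD of all tested compounds, set per screening campaign, cut at about 20% in these data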;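 further: 0% = DMSO wells and 100% = biotin wells as full block of FRET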
#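 Material: NR2E3–RetCOR corepressor complex / Incubation: Compound–protein incubation for 5 h at 4 °C / Dosing: compound at 4.8 µM, single dose / Detection: time-resolved FRET / Benchmarks: high control biotin, low control 0.6% DMSO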
# The depositor's hits bear a star; i = inactive; · = not tested or not shown.
no.	molecule	aDG glyco up	MITF TRPM1 inh	HIF-2a inh	hiPSC survival	NR2E3 ag-1	Vif imaging	PDI turbidity	Exocytosis inh	Peg3 promoter	CaV13 FRET inh	NR2E3 ag-2
1	COc1ccc(-c2cc(C)no2)cc1S(=O)(=O)N1CCCN(Cc2ccccc2Cl)C1	0.9	-5.5	2.6	-0.2	-17.2	1.2	4.0	2.3	3.7	-2.8	-1.4
2	Cc1ccc2c(c1)C(c1ccccc1)CC(=O)O2 (stereo unspecified)	-0.1	1.6	5.1	0.1	0.5	3.1	-1.6	-0.8	10.4	-3.8	1.5
3	O=C(CN(C(=O)c1csnn1)c1cccc2ccccc12)NCc1ccccc1	0.1	9.9	12.9	0.2	11.1	-9.8	-4.2	-0.5	16.4	-3.9	-0.1
4	O=c1oc2ccccc2n1Cn1c(=O)oc2ccccc21	0.2	-12.2	1.1	1.5	-3.4	0.4	7.5	1.4	7.0	-4.9	0.8
5	CCOC(=O)c1nnn2c1nc(SCC(C)=O)c1ccccc12	-0.1	·	-0.7	0.3	-15.7	0.0	-0.4	2.0	5.5	-15.4	1.8
6	COc1ccc(OC)c(C(=O)c2ccc(C(=O)Nc3cccc4ccccc34)cc2)c1	-0.1	24.8	6.9	4.7	-6.3	-13.3	4.1	-3.1	1.7	-3.3	-2.1
7	COc1ccccc1-n1cnnc1SC(C)C(=O)Nc1cccc([N+](=O)[O-])c1 (stereo unspecified)	0.0	9.5	14.5	0.7	-15.2	-0.8	-5.8	-0.8	19.1	-3.2	-0.2
8	C1=C(c2ccccc2)N2CCN=C2S1	0.0	3.8	16.6	-0.3	5.0	-1.0	7.8	-0.9	-4.3	·	4.5
9	O=C(NNC(=S)NC(=O)c1ccccc1[N+](=O)[O-])c1ccccc1	0.0	17.6	-1.8	0.0	2.0	-1.0	-10.1	-2.5	10.9	-2.7	-0.6
10	Cc1c2cnn(CC(=O)NCCN3CCOCC3)c(=O)c2c(C)n1Cc1ccccc1F	0.3	·	15.3	-0.5	10.3	1.1	·	-3.0	8.8	8.8	·
11	Cc1ccccc1N=C1NC(=O)/C(=C/c2cccnc2)S1	0.0	8.4	2.5	-0.4	-6.1	-5.5	-2.3	-3.2	11.7	-18.2	1.7
12	Cn1ccnc1Sc1cc(NCCCO)c([N+](=O)[O-])c2nonc12	-0.4	-2.7	21.5	1.7	-5.4	0.5	1.6	5.2	84.6*	-6.5	2.1
13	Cc1ccc(NC(=O)CSc2nnc(Cc3ccccc3)c(=O)[nH]2)c(C)c1	0.0	-4.0	3.3	-0.2	12.7	-2.9	0.6	-2.1	-1.9	-2.1	0.3
14	Cc1nnc(NC(=O)CSc2nnc(CNC(=O)c3ccccc3)n2-c2ccccc2)s1	0.1	-6.3	-0.4	-0.5	-19.4	·	·	-13.4	-3.6	-3.8	4.9
15	O=C(NC(C(=O)N/N=C/c1ccccn1)c1n[nH]c(=O)c2ccccc12)c1ccccc1 (stereo unspecified)	0.1	-7.0	8.2	-0.3	-7.0	-2.9	-2.7	-2.5	16.5	-1.7	1.5
16	CCOC(=O)C1CCN(c2c(NCCN(CC)c3ccccc3)c(=O)c2=O)CC1	-0.1	7.2	17.6	-0.3	-19.9	7.9	2.6	-0.7	0.8	-6.8	3.4
17	CCC(CC)C(=O)NCCc1ccc(S(N)(=O)=O)cc1	0.1	-9.3	6.9	-1.3	-35.6	68.0*	1.2	-0.8	5.4	-5.6	-1.2
18	CCCCc1nnc(NC(=O)c2nc3nccc(C)n3n2)s1	-0.1	3.1	9.9	-0.4	-2.0	-1.6	1.0	-1.9	8.5	-2.4	-1.6
19	c1ccc(C2CNCc3c2ccc2ccccc32)cc1 (stereo unspecified)	0.5	14.5	19.6	-0.6	-23.0	6.0	5.5	-1.7	28.2	-2.4	-2.7
20	Cc1sc2nc(SC3CCOC3=O)n(Cc3ccccc3)c(=O)c2c1C (stereo unspecified)	-0.3	-4.3	16.0	-2.3	-26.3	-0.6	-9.6	-3.3	1.1	-5.3	-1.1
21	CC1=C(C(=O)Nc2cccnc2)C(c2ccc3c(c2)OCO3)C2=C(CCCC2=O)N1 (stereo unspecified)	0.0	-4.5	8.3	1.5	-24.0	1.5	0.0	-2.3	4.0	·	1.2
22	O=C(Nc1ccccc1F)c1c[nH]c(=O)[nH]c1=O	-0.1	20.6	-25.3	0.2	-21.0	2.1	-6.1	-2.1	-12.5	-0.9	-2.4
23	CCOC(=O)C(=O)NCC(c1cccs1)S(=O)(=O)c1ccc(F)cc1 (stereo unspecified)	-0.2	-5.3	24.0	-0.4	-7.8	-0.9	7.4	5.4	0.2	-1.9	-0.3
24	O=C(Cc1ccc(Cl)cc1)Nc1ccccc1C(=O)N1CCCC1	-0.3	6.6	11.1	-0.2	12.1	-5.6	-6.4	-1.4	20.4	-7.3	1.6
25	Cn1ccc2c(-c3cncc4ccccc34)cc3c(c21)C1CCC3C1 (stereo unspecified)	-0.2	·	11.3	-1.3	-0.3	·	·	-2.0	12.2	-9.8	·
26	CCC(Sc1ccc(C(=O)O)cc1)C(=O)O (stereo unspecified)	-0.1	0.9	6.3	-1.8	22.4	27.0	-0.8	0.5	17.8	-5.7	0.6
27	CC(C)(C)C(=O)c1cnc(Nc2ccccc2)s1	0.1	-132.2	-212.5	-0.5	-89.9	-3.7	2.3	-3.1	-290.6	-8.2	4.2
28	O=C(Cc1csc(-c2ccc(F)cc2)n1)Nc1cccc(S(=O)(=O)NC2=NCCC2)c1	-0.5	-15.1	-31.2	-0.3	-11.6	-3.4	4.2	4.0	-14.2	-2.6	5.2
29	CO/N=C\CC(=O)Nc1ccc(Oc2ccccc2)cc1	-0.6	21.1	-19.1	1.7	-36.9	14.0	2.2	5.3	11.8	0.7	2.3
30	CN(CC(=O)Nc1ccc(N2CCOCC2)cc1)C(=O)c1cccc(Cl)c1Cl	0.0	4.2	-8.7	-0.3	0.4	5.1	4.7	6.3	-14.4	-4.9	4.4

# Profiles as entered above:
# O=C(Cc1csc(-c2ccc(F)cc2)n1)Nc1cccc(S(=O)(=O)NC2=NCCC2)c1 across the screens: aDG glyco up: -0.5; MITF TRPM1 inh: -15.1; HIF-2a inh: -31.2; hiPSC survival: -0.3; NR2E3 ag-1: -11.6; Vif imaging: -3.4; PDI turbidity: 4.2; Exocytosis inh: 4.0; Peg3 promoter: -14.2; CaV13 FRET inh: -2.6; NR2E3 ag-2: 5.2
# O=C(Nc1ccccc1F)c1c[nH]c(=O)[nH]c1=O across the screens: aDG glyco up: -0.1; MITF TRPM1 inh: 20.6; HIF-2a inh: -25.3; hiPSC survival: 0.2; NR2E3 ag-1: -21.0; Vif imaging: 2.1; PDI turbidity: -6.1; Exocytosis inh: -2.1; Peg3 promoter: -12.5; CaV13 FRET inh: -0.9; NR2E3 ag-2: -2.4

# Carrying on.
no.	molecule	aDG glyco up	MITF TRPM1 inh	HIF-2a inh	hiPSC survival	NR2E3 ag-1	Vif imaging	PDI turbidity	Exocytosis inh	Peg3 promoter	CaV13 FRET inh	NR2E3 ag-2
31	O=C(O)CCC(=O)N1CCN(c2nc(-c3ccccc3)c3ccccc3n2)CC1	0.4	0.7	23.1	0.1	-8.5	24.2	5.3	-1.1	3.6	-5.6	-0.4
32	Cc1nc2c(=O)[nH]c3ccccc3c2o1	-0.1	2.9	4.5	-2.3	-13.5	1.2	4.7	-0.6	6.2	-1.0	1.1
33	COc1ccc(CCNC(=O)Cc2ccc(OCc3ccccc3)c(OC)c2[N+](=O)[O-])cc1OCc1ccccc1	1.9	1.3	8.7	0.1	101.4*	2.7	-4.6	0.6	7.9	·	2.1
34	O/N=C/c1cn(-c2ccccc2)nc1-c1cccnc1	0.2	-13.0	-33.2	0.5	12.1	-2.4	-2.0	-2.8	19.1	-0.7	-4.5
35	CC(C)CCNC(=O)C1CCC(CNS(=O)(=O)c2ccc(Cl)cc2)CC1 (stereo unspecified)	-0.1	6.0	-209.4	0.1	5.3	-14.7	-3.1	-3.7	6.0	-3.2	·
36	COc1cccc(OCC(=O)NNC(=O)C(=O)N2CCCC2)c1	0.1	-6.5	9.7	10.5	-5.8	3.7	-10.0	0.0	2.3	-5.1	0.4
37	C=CCNC(=O)c1ccc2c3n(nc2c1)-c1ccc(Cl)cc1CO3	-0.1	-86.9	-335.8	-4.4	-57.9	i	3.3	-3.5	-269.8	-4.8	1.6
38	CCOC(=O)c1nc2ccccc2c(=O)[nH]1	0.0	-33.3	-127.1	-0.2	-19.4	7.6	5.9	-1.3	-90.1	-4.5	-0.2
39	CCCCC(=O)NS(=O)(=O)c1ccc(N=NN2CCOCC2)cc1	-0.3	14.8	10.1	0.6	-15.2	-23.7	4.1	-3.3	1.9	-4.5	-1.5
40	CCCC(=O)Nc1cc(C)c2c(=O)oc3ccccc3c2n1	-0.1	20.5	-48.0	-1.3	10.4	·	5.4	-0.2	-20.6	-7.1	3.4
41	CC(=O)Nc1cccc(Nc2cnccn2)c1	-0.1	·	-34.4	2.0	-18.2	4.6	·	1.0	-37.4	-10.6	·
42	CCC(C)NC(=O)CC(c1ccc(OC)cc1)n1cccc1 (stereo unspecified)	-0.1	7.1	-2.0	-0.2	-7.5	-4.1	-13.9	0.5	-0.7	·	0.6
43	COc1cc(OC)cc(C(=O)NCC(=O)N2CCCCCCC2)c1	-0.1	6.6	7.5	-0.2	-19.7	25.4	-2.6	2.2	4.2	-5.4	0.3
44	COc1ccc(CN2CCNC(=O)C2CC(=O)NC2CCCCCCC2)cc1C (stereo unspecified)	-0.6	-1.8	-1.6	-0.3	-21.9	19.3	-6.6	-7.6	0.0	-3.4	-3.4
45	COC(=O)C(c1ccccc1)N(Cc1cccc(CN(C(C(=O)OC)c2ccccc2)S(C)(=O)=O)c1)S(C)(=O)=O (stereo unspecified)	0.1	2.5	9.0	0.7	7.4	-8.6	5.3	-1.3	12.2	-3.7	2.0
46	CCOc1ccc(C2NC(=O)NC(c3ccccc3)=C2C(C)=O)cc1OC (stereo unspecified)	-0.1	-3.7	13.1	0.0	-12.3	5.6	2.4	-1.5	8.1	-4.2	3.7
47	CC(=O)Nc1ccc(SC(C)C(=O)NC(N)=O)cc1 (stereo unspecified)	-0.2	0.1	15.6	0.0	4.5	-19.8	1.2	-3.5	-3.5	-5.0	-0.3
48	CC(C)(C)C(=O)C[n+]1ccc(C(N)=O)cc1	-0.2	6.4	14.5	-0.3	2.0	-5.5	-1.0	2.8	-3.5	-3.2	-3.0
49	COc1cc(C(=O)NC(C)C2CC3CCC2C3)cc(OC)c1OC (stereo unspecified)	0.0	2.2	14.9	-0.5	-1.1	-0.9	3.9	-0.5	-3.5	-2.4	1.2

# Looked up above:
# entry 46 in aDG glyco up is listed with -0.1
# entry 47 in Exocytosis inh is listed with -3.5
